CAL PDZ FP-1 = human CAL PDZ-peptide interaction inhibition; purified CAL PDZ, TMR-peptide fluorescence polarization, 1 h; Q9HD26; inhibition, % at 20 µM; AID 504414; 330,000 tested, 0.02% active;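 active = highest replicate inhibition of at least 40%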;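 note: plate controls were DMSO neutral control wells for no effect and unlabeled competitor peptide control wells for full effect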
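material = purified tagged CAL PDZ domain construct (CerCALP) | buffer or medium = sodium phosphate/NaCl buffer pH 7.4 with TCEP, IgG, Thesit | reagent = TMR-labelled reporter peptide T*-PRC34 bound in PDZ groove | incubation = 1 h room-temperature incubation prior to read | measured by = fluorescence polarization (mP) | evaluation = percent inhibition from loss of millipolarization | control set = unlabelled peptide and DMSO controls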
Tat export inh = E. coli Tat transport inhibition | E. coli MC4100 TorA-mCherry Tat export, fluorescence | inhibition, % at 10 µM | AID 488895 | 340,000 tested, 0.036% active;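 active = mean replicate inhibition at least 50% and at least half of replicates individually reaching 50%; inconclusive = only one of the two criteria met; inactive = neither criterion met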;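 note: exported cargo escapes ClpAP degradation while cytoplasmic cargo is degraded and loses fluorescence; 0% = median of neutral control wells and 100% = median of NaSCN control wells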
CAL PDZ FP-2 = blocks peptide binding to the human CAL PDZ domain. purified CAL PDZ, TMR-peptide fluorescence polarization, 1 h. AID 602252. inhibition, % at 24.9 µM. 300,000 tested, 0.92% active;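 active = mean inhibition of at least 30% with at least half of replicates also reaching 30%; inconclusive = no clear call, values can overlap the other calls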;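 note: 0% = DMSO neutral control and 100% = excess unlabeled competitor peptide PRC23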
AddAB inh = less growth of phage-infected E. coli with AddAB. 330,000 tested, 0.29% active. inhibition, % at 11.9 µM. E. coli expressing H. pylori AddAB, absorbance growth; in the data active = inhibition above about 12%;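 note: 0% = vehicle wells of infected cells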
Ecoli viability = reduces bacterial viability in AddAB counter-screen | AID 449728 | E. coli V3065 growth, OD600 absorbance, 18 h | inhibition, % at 11.9 µM | 330,000 tested, 0.27% active;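 active = inhibition above the campaign's mean inhibition across all tested compounds plus 3 SD, cut at about 9.9% in these data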;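 note: uninfected addAB+ strain grown without phage in ampicillin broth; 0% = DMSO wells and 100% = ciprofloxacin 0.95 µg/ml wells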
Wnt act = Wnt/beta-catenin pathway activation; Wnt/beta-catenin reporter cell assay, activator, plate reader; activation, % at 9.35 µM; 300,000 tested, 1.2% active; AID 743398; in the data active = activation above about 30%, passing the limit was not always enough; inconclusive = no clear call, values can overlap the other calls;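 note: 0% = neutral control wells and 100% = positive control wells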
MITF TRPM1 HTS = activators of MITF-driven TRPM1 promoter activity in SK-MEL-5 cells. SK-MEL-5 TRPM1-promoter luciferase, 24 h; % of positive control, neutral wells = 0. activation, % at 12.5 µM. 300,000 tested, 0.75% active;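 active = mean activation of at least 80% with every replicate also reaching 80%; inconclusive = mean reaches 80% but some replicate falls short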;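 note: 0% = neutral control wells and 100% = parthenolide positive control wells; values of inactives mirror those of a sister screen read the other way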
SR-BI uptake up = activators of SR-BI mediated HDL lipid uptake; CHO ldlA[mSR-BI] cells, DiI-HDL uptake fluorescence, 3 h; 100 = double the neutral-control signal; activation, % at 12.5 µM; 320,000 tested, 0.096% active; AID 504775;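 active = mean replicate activation of at least 60% and every replicate at or above 60%; inconclusive = mean or all-replicate condition met, but not both; inactive = mean below 60% and not all replicates reaching 60%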;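 note: 0% = median plate neutral-control signal and 100% = twice that signal; values of inactives mirror those of a sister screen read the other way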
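Assay system: CHO ldlA[mSR-BI] cells, LDL receptor-null, SR-BI overexpressing; medium: Ham's F12 with 0.5% BSA, HEPES 25 mM, pH 7.4; also added: DiI-HDL 10 µg/mL; timing: 3 h uptake period with compound, 37 °C; signal: DiI fluorescence, bottom read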
phage Ecoli inh = E. coli growth loss with phage present; AID 651602; 360,000 tested, 0.26% active; inhibition, % at 11.9 µM; growth absorbance; in the data active = inhibition above about 11%
SR-BI HDL uptake = blocks mouse SR-BI lipid uptake from DiI-HDL; Q61009; ldlA[mSR-BI] CHO cells, DiI-HDL uptake fluorescence, 3 h; inhibition, % at 12.5 µM; 320,000 tested, 0.96% active;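 active = mean replicate inhibition of at least 70% and a set share of replicates each scoring 70 or more; inconclusive = meets just one of the two criteria; inactive = fails both criteria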;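 note: 0% = median of neutral control wells and 100% = median of positive control wells; values of inactives mirror those of a sister screen read the other way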
Target sequence (Q61009 whole entry, looked up): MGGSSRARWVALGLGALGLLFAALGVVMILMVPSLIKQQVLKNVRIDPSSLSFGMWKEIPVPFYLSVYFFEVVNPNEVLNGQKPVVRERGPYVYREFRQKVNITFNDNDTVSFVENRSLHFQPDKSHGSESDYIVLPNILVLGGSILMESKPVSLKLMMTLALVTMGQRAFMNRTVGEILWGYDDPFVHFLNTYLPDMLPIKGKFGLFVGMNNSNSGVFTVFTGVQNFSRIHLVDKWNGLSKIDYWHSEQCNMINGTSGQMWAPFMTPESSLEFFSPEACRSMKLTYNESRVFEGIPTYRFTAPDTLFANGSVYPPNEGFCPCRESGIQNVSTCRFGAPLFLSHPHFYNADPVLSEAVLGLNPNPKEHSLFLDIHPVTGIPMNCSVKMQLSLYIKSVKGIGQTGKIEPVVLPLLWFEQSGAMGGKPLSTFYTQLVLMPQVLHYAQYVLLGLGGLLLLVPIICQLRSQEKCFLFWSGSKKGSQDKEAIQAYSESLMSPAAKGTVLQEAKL
Starred values were filed as active, the others as inactive; u = inconclusive; x = no result given. Rows were taken by chance; any-hit rate near 3.6%.

SMILES | CAL PDZ FP-1 | Tat export inh | CAL PDZ FP-2 | AddAB inh | Ecoli viability | Wnt act | MITF TRPM1 HTS | SR-BI uptake up | phage Ecoli inh | SR-BI HDL uptake
CCC(C(=O)OCC(=O)Nc1ccc(C)c(S(=O)(=O)N2CCOCC2)c1)c1ccccc1 (centres undefined) | 0.3 | 9 | 0 | -0.3 | -0.5 | -7 | 1 | -17 | 3.5 | 17
CCCSc1ccc([C@H]2N[C@@](Cc3ccccc3)(C(=O)OC)[C@H]3C(=O)N(C)C(=O)[C@@H]23)cc1 | -0.5 | 0 | -4 | -0.1 | -0.7 | -3 | 1 | 3 | 0.0 | -3
O=C(C[n+]1cc(-c2ccc(Cl)cc2)n2c1CCC2)N1c2ccccc2Sc2ccccc21 | -0.9 | 14 | -5 | 3.5 | -1.3 | x | -10 | -10 | 4.5 | 10
O=C(CCNC(=O)c1ccco1)Nc1nc2ccccc2s1 | -0.9 | -9 | -5 | x | x | 26 | 26 | -1 | 6.0 | 1
Cc1ccc(C(C)C)c(OCCN2CCc3ccccc3C2)c1 | -0.3 | -6 | -6 | -2.0 | -3.7 | -2 | x | -34 | 1.5 | 34
C=C1CC[C@H](O)C/C1=C/C=C1\CCC[C@]2(C)[C@@H]([C@H](C)/C=C/[C@H](C)C(C)C)CC[C@@H]12 | 0.7 | 20 | 0 | 0.4 | -0.7 | -8 | 6 | -15 | 2.1 | 15
COc1ccc(C(=O)Nc2ccccc2C(=O)Nc2cc(C)ccn2)cc1 | -5.3 | -1 | -7 | 0.7 | -0.3 | 17 | x | -7 | -1.3 | 7
S=c1[nH]nc(-c2cc(-c3ccco3)[nH]n2)n1-c1ccccc1 | -0.9 | 6 | -2 | 0.9 | -0.5 | x | x | -1 | 1.9 | 1
CC(NC(=O)CCNC(=O)c1ccco1)c1ccc(F)cc1 (centres undefined) | -3.3 | 1 | -8 | 0.9 | 1.2 | 4 | -5 | -9 | 0.8 | 9
CC(C)(C)C(=O)NC(=S)Nc1ccc(C(F)(F)F)cc1 | -0.8 | 6 | x | 5.9 | 0.8 | 43* | 18 | -2 | -1.4 | 2
CC12C(=O)N(c3nccs3)C(=O)C1C1C=CC2C1 (centres undefined) | x | -2 | -5 | 1.6 | 0.8 | x | -10 | 31 | 0.6 | -31
O=C(CSc1ncccn1)N/N=C/c1ccc2c(c1)OCO2 | -2.9 | 12 | 1 | -4.1 | -4.3 | 0 | 54 | -1 | 1.0 | 1
COc1ccc(CCNC(=O)CN2C(=O)c3ccccc3S2(=O)=O)cc1OC | x | 11 | 1 | 0.2 | 2.4 | x | -11 | 5 | 0.5 | -5
O=C1OC(CO)CN1Cc1ccccc1 (centres undefined) | x | -4 | 58* | -0.9 | -0.6 | 1 | -1 | -6 | 1.4 | 6
COc1ccc(N=c2oc3c(OC)cccc3cc2C(=O)NCc2ccco2)cc1OC | 1.2 | 16 | -4 | -0.4 | -0.4 | x | 6 | -31 | x | 32
COc1ccc(Cn2nnnc2C(c2cccnc2)N2CCN(c3ccc(O)cc3)CC2)cc1 (centres undefined) | -1.3 | 1 | 1 | -1.5 | 0.1 | x | 9 | 14 | 1.7 | -14
O=C(O)CCC(=O)Nc1sc2c(c1C(=O)Nc1ccccc1)CCCCC2 | -2.5 | -3 | -3 | -1.5 | -0.7 | u | -2 | 10 | 2.8 | -10
C=C[C@@]1(C)CCC(/C(C)=C/C=C/C(C)(C)O)C[C@@H]1C(=C)C (some centres undefined) | -0.2 | -1 | -3 | 1.1 | 0.1 | -2 | 3 | 10 | -0.4 | -10
Cc1ccc(OCCNC(=O)C2CC(=O)N(Cc3ccccc3)C2)cc1 (centres undefined) | 0.1 | -8 | -4 | 1.6 | -3.0 | 1 | -3 | 6 | 2.1 | -6
CCC(=O)N1CCc2cc(S(=O)(=O)NCCCN3CCN(Cc4ccccc4)CC3)ccc21 | 0.0 | 15 | x | 3.0 | 1.2 | -5 | x | 5 | 0.9 | -5
Oc1ccccc1C(=S)N1CCCCC1 | -0.8 | -5 | -4 | 0.2 | 0.6 | 3 | 3 | 36 | 0.8 | -36
CN(C)CC(O)CN1C(=O)N(CN2C(=O)N(CC(O)CN(C)C)C(=O)C2(C)C)C(C)(C)C1=O (centres undefined) | 0.0 | -3 | 3 | 1.9 | -1.5 | -1 | -2 | 0 | 2.8 | 0
Cc1c(C(=O)NNC(=O)c2csc(N3CCOCC3)n2)oc2ccccc12 | -2.1 | 6 | -1 | -4.7 | -3.0 | 0 | 8 | x | 3.2 | 11
CCCCN(Cc1ccccc1)S(=O)(=O)c1c(N)n(C)c(=O)n(C)c1=O | 0.3 | -5 | 2 | -0.5 | 1.2 | 4 | -6 | 3 | -0.9 | -3
Fc1ccc(NC(=S)N2CCCC2)cc1Cl | -0.7 | 2 | 11 | 3.7 | 1.6 | x | 0 | -2 | 2.8 | 2

Later entries.
SMILES | CAL PDZ FP-1 | Tat export inh | CAL PDZ FP-2 | AddAB inh | Ecoli viability | Wnt act | MITF TRPM1 HTS | SR-BI uptake up | phage Ecoli inh | SR-BI HDL uptake
O=C(COC(=O)C1(c2ccc(F)cc2)CCCC1)Nc1ncc(C(F)(F)F)cc1Cl | -1.4 | 10 | -5 | 2.3 | 1.6 | x | 11 | 15 | 2.6 | -15
O=C(O)Cn1cnc2sc3c(c2c1=O)CCCC3 | 0.2 | 3 | 0 | -0.2 | -3.0 | -1 | 0 | 14 | 4.2 | -14
Cc1[nH][nH]c(=O)c1N=Nc1ccc(Cl)cc1 | -1.8 | 4 | -5 | 0.9 | -2.9 | -2 | 5 | 8 | 3.4 | -8
Cc1onc(-c2ccccc2)c1C(=O)N/N=C/c1ccccc1OC(C)C | -0.7 | 3 | 4 | -1.3 | -1.1 | 0 | 2 | -9 | 4.2 | 9
CCc1nnc(NC(=O)c2ccncc2)s1 | 1.1 | 12 | -5 | 1.4 | -1.3 | x | -4 | 24 | -0.2 | -24
CN(Cc1ccon1)C(=O)c1ccc2nc(Cc3cccc(Cl)c3)oc2c1 | -1.6 | -1 | 2 | 2.0 | 0.9 | 0 | 5 | -1 | 2.8 | 1
CC(C)(C)[C@]1(O)CCN2C[C@H]3c4ccccc4CCc4cccc(c43)[C@@H]2C1 | -0.2 | 1 | -6 | -0.4 | -1.2 | -7 | -8 | 7 | 4.4 | -5
O=C(NC1CCCCCC1)c1cc(-c2ccccn2)nc2ccccc12 | -3.0 | -1 | -1 | 0.7 | -0.1 | -3 | -8 | -26 | 3.2 | 26
CCCCN(C)C(=O)C1CCC(CNS(=O)(=O)c2ccc3c(c2)CC(C)N3C(=O)C2CC2)CC1 (centres undefined) | -2.5 | 9 | -3 | 1.4 | -0.1 | -4 | -8 | -38 | 1.8 | 38
COc1cc(C(=O)Nc2c(C)cc(C)cc2C)c([N+](=O)[O-])cc1OC | -0.6 | -5 | 1 | 0.1 | 0.3 | 1 | 2 | -2 | 4.0 | 2
Cc1noc(C)c1COC(=O)Cc1ccc(Cl)cc1 | 0.2 | 2 | 1 | -1.4 | 0.6 | -6 | 7 | 5 | 1.6 | -5
C=CCN1C(=O)C(CC(=O)Nc2ccc(OCCC)cc2)N(CCCN2CCN(Cc3ccccc3)CC2)C1=S (centres undefined) | 1.2 | 12 | 3 | 0.0 | 2.4 | -3 | 4 | 8 | 0.9 | -8
CCOC(=O)/C(=N\Nc1cc(C(F)(F)F)ccc1Cl)N(CC)CC | -0.1 | 0 | x | 1.0 | 1.7 | 0 | -6 | -68 | 5.1 | 68
O=C(CSc1ccc(-c2ccc(Cl)cc2)nn1)N1CCCc2ccccc21 | -1.5 | 18 | -2 | 0.3 | 1.0 | -3 | -6 | 11 | 1.1 | -11
CSc1nc(C(C)C)ccc1CNC(=O)CC(C)c1ccccc1 (centres undefined) | x | 3 | -11 | 0.0 | -0.3 | -1 | 6 | 4 | 0.9 | -4
COCCNC(=S)Nc1ccc2nsnc2c1 | -2.0 | -8 | -3 | 1.2 | -0.2 | 2 | -9 | 13 | 3.8 | -13
O=C(NCc1ccccc1)c1ccc(S(=O)(=O)C(F)F)cc1 | x | 7 | 0 | 4.4 | 0.4 | x | 7 | -38 | 0.8 | 38
Cc1cc(C)cc(NC(=O)NN2C(C)CCCC2C)c1 (centres undefined) | -0.5 | 0 | x | 3.7 | 0.0 | -2 | 11 | 23 | 0.6 | -23
O=C(Cn1cnc2ccc(Cl)cc2c1=O)c1cccs1 | -0.2 | 15 | -4 | 0.2 | 1.7 | x | 21 | -12 | 1.4 | 12
Cc1nc2c(C)cccc2cc1C(=O)N/N=C/c1ccc(C(=O)O)cc1 | 0.2 | -4 | 4 | 1.2 | -4.2 | -1 | 0 | -18 | 2.4 | 18
Cc1cc(C)c2nc(NC(=O)c3cc(C)on3)sc2c1 | 0.6 | 0 | 1 | 0.8 | -1.0 | x | -1 | -39 | 1.5 | 39
CCOC(=O)C1(CC2CC2)CCN(Cc2cnc(N(C)C)s2)CC1 | -2.5 | 5 | -1 | 1.0 | 0.8 | 0 | 6 | x | -2.7 | x
CC(N=C1NS(=O)(=O)c2ccccc21)C(=O)N1CCc2ccccc2C1 (centres undefined) | 1.7 | 2 | 1 | -0.5 | -0.1 | 2 | 28 | 2 | -2.0 | -2
COc1ccccc1CCNS(=O)(=O)c1cn(C)c(=O)n(C)c1=O | -1.3 | -2 | 0 | 3.0 | 1.0 | 0 | 5 | x | -1.7 | x
CCOC(=O)C(=Cc1cn(C)c2ccc(S(=O)(=O)N(C)C)cc12)C(=O)OCC | -1.3 | 1 | x | -3.1 | -0.9 | 0 | -14 | 3 | 2.3 | -3

(listing goes on)
SMILES | CAL PDZ FP-1 | Tat export inh | CAL PDZ FP-2 | AddAB inh | Ecoli viability | Wnt act | MITF TRPM1 HTS | SR-BI uptake up | phage Ecoli inh | SR-BI HDL uptake
Cc1ccc(S(=O)(=O)N(C)C)cc1NC(=S)Nc1ccc2cn[nH]c2c1 | -2.2 | -1 | -1 | 1.4 | 1.4 | 0 | 4 | -13 | 1.0 | 13
CCOC(=O)c1c(C2CC2)csc1NC(=O)COC(=O)c1cc(OC)c(OC)cc1[N+](=O)[O-] | -1.3 | -3 | -5 | 1.5 | 0.2 | -4 | 5 | -39 | 1.5 | 39
O=C(C1CCN(S(=O)(=O)c2cccc3nsnc23)CC1)N1CCN(c2ccccc2F)CC1 | -2.2 | -1 | -2 | 0.2 | -0.9 | -4 | 3 | -20 | -1.1 | 20
CC(C)c1nc(NCCO)c(C#N)c2c1CCCC2 | -0.3 | -3 | -2 | 0.2 | -3.0 | -3 | 10 | -17 | -0.1 | 17
CCOC(=O)c1cc(C#N)c(Nc2ccc(C)cc2)nc1C(F)(F)F | -1.2 | 2 | -4 | 2.0 | 1.8 | -1 | 10 | -26 | 4.1 | 26
CCOC(=O)Cn1c(=O)oc2cc(S(=O)(=O)N3CCCC(C)C3)ccc21 (centres undefined) | -0.2 | 11 | x | 4.4 | 4.0 | -2 | 0 | 2 | 1.1 | -2

Source: PubChem
